# Bioassay records (PubChem)
# RGS4 pot: potentiators or activators of RGS4. HEK293 M3R/inducible RGS4, carbachol calcium flux Fluo4; active compounds read low. B-score at 10 µM. 310,000 tested, 0.92% active. AID 463111;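 active = B-score of the integrated calcium signal more than 4 SD below the library mean, with starting fluorescence not abnormally high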;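 note: negative B-score means reduced calcium response which marks RGS4 activation or potentiation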
#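 Detection: kinetic calcium fluorescence imaging with Fluo4-AM dye, 2 µM / Material: HEK293 cells with stable M3R and inducible RGS4 / Schedule: recording 10 s baseline at 1 Hz, 100 s post-agonist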
# TMEM16A act: mouse TMEM16A channel activation, primary screen; Q8BHY3; B-score at 10 µM; HEK293 TMEM16A/YFP-H148Q/I152L, iodide quench fluorescence; active compounds read low; 340,000 tested, 0.3% active; AID 623877;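 active = fluorescence-ratio B-score plate-corrected deviation score at least 3 library SD below zero, with starting fluorescence score within 5 deviations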;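 note: channel opened by trigger with iodide after compound preincubation; score built on the fluorescence ratio of max minus min over baseline; more negative score means more quench and so TMEM16A activation or potentiation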
# hERG rescue: compounds protecting human hERG from proarrhythmic drug block. Q12809. CHO-hERG, FluxOR thallium flux, dofetilide IC70 present. activation (rescue from dofetilide block), less the hit threshold, % at 10 µM. 310,000 tested, 0.51% active;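 active = activation above the mean of controls blocked by dofetilide plus 5 SD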;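 note: thallium influx through hERG after potassium depolarization seen as dye fluorescence rise; in these data hits start at about 4.7%; inactives centre near -7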
# Target sequence (Q12809 whole entry, looked up): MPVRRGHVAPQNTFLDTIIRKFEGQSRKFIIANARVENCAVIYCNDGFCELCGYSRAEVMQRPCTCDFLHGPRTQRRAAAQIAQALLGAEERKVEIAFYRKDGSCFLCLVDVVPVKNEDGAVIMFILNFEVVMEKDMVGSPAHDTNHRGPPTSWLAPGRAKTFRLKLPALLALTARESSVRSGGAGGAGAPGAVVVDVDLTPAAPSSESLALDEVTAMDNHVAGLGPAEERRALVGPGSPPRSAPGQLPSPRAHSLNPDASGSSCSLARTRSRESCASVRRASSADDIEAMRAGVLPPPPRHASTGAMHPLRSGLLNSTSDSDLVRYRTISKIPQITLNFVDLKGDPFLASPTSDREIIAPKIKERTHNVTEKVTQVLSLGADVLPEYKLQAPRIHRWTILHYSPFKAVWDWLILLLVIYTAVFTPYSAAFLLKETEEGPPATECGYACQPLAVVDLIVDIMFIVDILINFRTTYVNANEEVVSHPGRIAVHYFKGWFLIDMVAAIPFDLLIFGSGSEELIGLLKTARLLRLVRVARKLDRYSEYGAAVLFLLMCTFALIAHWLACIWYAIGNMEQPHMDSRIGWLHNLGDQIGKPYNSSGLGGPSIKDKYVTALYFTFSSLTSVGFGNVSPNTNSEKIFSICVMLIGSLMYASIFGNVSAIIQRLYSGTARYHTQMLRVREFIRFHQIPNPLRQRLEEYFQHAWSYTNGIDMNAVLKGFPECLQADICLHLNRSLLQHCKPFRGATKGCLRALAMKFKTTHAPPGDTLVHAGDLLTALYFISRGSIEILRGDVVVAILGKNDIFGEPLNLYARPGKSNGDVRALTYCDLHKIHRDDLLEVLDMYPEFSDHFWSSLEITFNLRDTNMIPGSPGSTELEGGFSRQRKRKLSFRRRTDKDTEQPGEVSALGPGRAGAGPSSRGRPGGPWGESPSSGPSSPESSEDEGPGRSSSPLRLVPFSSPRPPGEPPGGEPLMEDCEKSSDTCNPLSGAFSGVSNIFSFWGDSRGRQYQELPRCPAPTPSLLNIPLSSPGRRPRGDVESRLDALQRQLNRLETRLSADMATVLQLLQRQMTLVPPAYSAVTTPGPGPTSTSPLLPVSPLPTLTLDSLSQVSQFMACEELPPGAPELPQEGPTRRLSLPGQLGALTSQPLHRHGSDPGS
# KCNQ1 act: human KCNQ1 channel potentiation or activation | P51787 | CHO-K1 KCNQ1, thallium flux FluxOR fluorescence; active compounds read high | B-score at 10 µM | 310,000 tested, 0.35% active | AID 2648;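 active = fluorescence ratio B-score, a plate-corrected score, at least three library SD, with initial intensity B-score within 5 SD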
#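 Medium – assay buffer, equal DMSO in all wells · Material – CHO-K1 cell line with stable KCNQ1 potassium channel expression · Signal – kinetic FluxOR thallium fluorescence, 10-s 1-Hz baseline, 110-s post-stimulus read · Compound – single concentration per compound, DMSO matched to controls · Schedule – 37 °C overnight plating, 90-min dark dye load, 20-min compound pretreatment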
# KCNK9 block: blocks the human KCNK9 two-pore domain potassium channel | AID 488922 | B-score at 10 µM | HEK293 KCNK9, FluxOR thallium flux fluorescence; active compounds read low | 310,000 tested, 1.2% active;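 active = ratio B-score over 3 SD below the library mean, with starting fluorescence within 5 SD of its mean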;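 note: negative B-score means less thallium flux so channel inhibition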
# HDAC3 inh: inhibitors of human histone deacetylase 3; recombinant HDAC3, fluorogenic peptide/trypsin coupled, fluorescence; 320,000 tested, 0.15% active; inhibition, % at 8.3 µM; in the data active = inhibition above about 26%, passing the limit was not always enough
# SKKanGAS inh: SKKanGAS growth inhibition. S. pyogenes SKKanGAS, kanamycin growth, BacTiter-Glo, 6 h. inhibition, % at 7.5 µM. 300,000 tested, 1.3% active. AID 1662;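 active = mean replicate score, as percent of positive control median, at least 50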;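 note: strain carries kanamycin resistance gene driven by streptokinase promoter and grows in 40 µg/ml kanamycin; loss of luminescence reflects streptokinase promoter inhibition or plain growth inhibition; 0% = median of DMSO wells and 100% = positive control at its reference dose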
# KCNK3 block: human KCNK3 channel inhibition, primary screen; O14649; CHO-KCNK3 thallium flux, FluxOR fluorescence; active compounds read low; B-score at 10 µM; 340,000 tested, 0.84% active; AID 602410;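 active = B-score under library mean minus 4 SD, starting fluorescence ratio at most library mean plus 5 SD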;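 note: more negative B-score means stronger inhibition of thallium flux through KCNK3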
# ANO1 block: blocks the mouse calcium-activated chloride channel TMEM16A; Q8BHY3; HEK293 TMEM16A/YFP iodide influx fluorescence, ionomycin; normalized B-score (activity score, 25-100; higher = stronger inhibition) at 10 µM; 310,000 tested, 1.2% active;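 active = ratio plate-corrected score three or more library SD toward inhibition, starting fluorescence score within five deviations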;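 note: score derived from kinetic fluorescence span divided by baseline fluorescence per well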
# KCNQ1 inh: inhibitors of human KCNQ1 potassium channel | P51787 | CHO-K1 KCNQ1, FluxOR thallium flux fluorescence; active compounds read high | B-score at 10 µM | 310,000 tested, 1.3% active;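 active = compounds whose thallium flux B-score, printed positive for inhibition, exceeds three library SD while starting fluorescence stays within three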;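 note: channel opened by potassium depolarization with thallium stimulus after 20 min compound exposure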
# RGS4 inh: inhibitors of human RGS4; P49798; HEK293 M3R/RGS4 inducible, Fluo-4 calcium flux; active compounds read high; triggered by carbachol at its EC20; B-score at 10 µM; 310,000 tested, 0.45% active; AID 463165;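 active = B-score, a plate-corrected calcium signal, over three deviations above library mean, with baseline fluorescence within five deviations of library mean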;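 note: RGS4 expression induced by doxycycline in cells with stable M3 receptor; B-score is computed from the integrated fluorescence ratio over baseline after carbachol; higher B-score means a larger calcium signal and so more RGS4 inhibition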
# Active calls of the source: *; i = inactive; . = no result given. The order is random. Share with any hit: about 6.3%.
# The opening 2 compounds as a preview:
SMILES,RGS4 pot,TMEM16A act,hERG rescue,KCNQ1 act,KCNK9 block,HDAC3 inh,SKKanGAS inh,KCNK3 block,ANO1 block,KCNQ1 inh,RGS4 inh
CN(CC(=O)Nc1cccnc1)S(=O)(=O)c1ccccc1,i,i,-2,i,i,-7,-2,i,i,i,i
O=C(N/N=C/c1cc([N+](=O)[O-])ccc1O)c1ccncc1,i,i,-7,i,i,-2,92*,i,i,i,i

# Main list, from the start:
SMILES,RGS4 pot,TMEM16A act,hERG rescue,KCNQ1 act,KCNK9 block,HDAC3 inh,SKKanGAS inh,KCNK3 block,ANO1 block,KCNQ1 inh,RGS4 inh
CN(CC(=O)Nc1cccnc1)S(=O)(=O)c1ccccc1,i,i,-2,i,i,-7,-2,i,i,i,i
O=C(N/N=C/c1cc([N+](=O)[O-])ccc1O)c1ccncc1,i,i,-7,i,i,-2,92*,i,i,i,i
O=C(CCC(=O)OCC(F)(F)C(F)F)NCc1ccccc1,i,i,-5,i,i,-8,-5,i,i,i,i
CC(=O)c1sc(NC(=O)C=C(C)C)nc1C,i,i,-4,i,i,4,-6,i,i,i,i
O=C(Cc1ccc(Br)cc1)Nc1ccc(Cl)cc1,i,i,-10,i,i,0,5,i,i,i,i
COc1ccccc1C(=O)Nc1ccc(S(=O)(=O)N2CCc3ccccc32)cc1,i,i,-2,i,i,0,5,i,i,i,i
Cn1c(=O)[nH]c(=O)c2c1nc(N1CCCC1)n2CCCSc1nnnn1-c1ccccc1,i,i,0,i,i,6,6,i,i,i,i
CN(C)c1ccc(/C=C/C(=O)c2ccccc2O)cc1,i,i,-6,i,i,.,-5,i,i,i,i
CCCCOC(=O)CSc1nnc(-c2cc(OC)c(OC)c(OC)c2)o1,i,i,-17,i,i,10,-1,i,i,i,i
O=C(Nc1ccc(Br)cn1)c1ccc(Br)s1,i,i,-4,i,i,8,-7,i,i,i,i
Cn1c(=O)c2c(SCC(=O)NC3CCCC3)nc(CC(C)(C)C)nc2n(C)c1=O,i,i,-6,i,i,.,0,i,i,i,i
COCCCn1c(SCC(=O)Nc2ccc(C)cc2)nc2ccccc2c1=O,i,i,-9,i,i,7,1,i,i,i,i
CCCNC(=O)NC(=O)COc1c(F)c(F)cc(F)c1F,i,i,-4,i,i,.,4,i,i,i,i
Cc1ccc(CNC(=O)CCS(=O)(=O)c2ccc3c(c2)oc(=O)n3C)cc1,i,i,-7,i,i,1,-1,i,i,i,i
C[C@@H]1CC=C[C@H]2[C@H]1C(=O)N(Cc1ccccc1)[C@H]2c1ccc(-c2ccc(N(C)C)cc2)cc1F,i,i,-4,i,i,-4,36,i,i,i,i
Fc1cccc(Cl)c1CSC1=NCCS1,i,i,-13,i,i,-4,8,i,i,i,i
COc1ccccc1C(=O)Oc1ccc2c(c1)O/C(=C\c1ccncc1)C2=O,i,i,-21,i,i,-4,-3,i,i,i,i
O=C(Nc1cc(F)cc(F)c1)c1ccc(NCCc2ccccc2)c([N+](=O)[O-])c1,i,i,-9,i,i,1,-1,i,i,i,i
Cc1ccc(N(CC(=O)NN=C2CCN(C)CC2)S(=O)(=O)c2ccccc2)c(C)c1,i,i,-6,i,i,2,9,i,i,i,i
CCc1ccc(NS(=O)(=O)c2ccc3c(c2)oc(=O)n3C)cc1,i,i,-6,i,i,3,3,i,i,i,i
CCOC(=O)c1[nH]c2c(c1-c1ccc(OC)cc1)C(=O)CC(c1ccc(OC)c(OC)c1)C2 (configuration not stated),i,i,-8,i,i,-2,7,i,i,i,i
Cc1nc2c(ccc3nc(NC(=O)c4ccc(S(=O)(=O)N(C)C)cc4)sc32)s1,i,i,-9,i,i,-26,36,i,i,i,i
COC(=O)c1ccc2nc(NC(=O)C(C)C)sc2c1,i,i,-1,i,i,5,-5,i,i,i,i
O=[N+]([O-])c1ccc(SCCc2ccccn2)cc1,i,i,-7,i,i,4,-5,i,i,i,i
CC(NC(=O)c1ccc(C23CC4CC(CC(C4)C2)C3)cc1)C(=O)O (configuration not stated),i,i,-5,i,i,-3,4,i,i,i,i
O=c1cc(-c2ccccc2)c2cc(Cl)ccc2[nH]1,i,i,-6,i,i,-14,-2,i,i,i,i
CC1CCCN(C(C(=O)NC2CCCCC2)c2cc3c(cc2[N+](=O)[O-])OCO3)C1 (configuration not stated),i,i,-8,i,i,2,-2,i,i,i,i
CC1CCN(c2nncc3ccccc23)CC1,i,i,-5,i,i,7,1,i,i,i,i
O=[N+]([O-])c1cccc(-c2ccc(CN3CCN(c4ccccc4)CC3)o2)c1,i,i,-4,i,i,-6,-4,i,i,i,i
COCCNC(=O)CCCn1c(=O)c2cc(OC)c(OC)cc2n(CC(=O)Nc2ccc(F)cc2)c1=O,i,i,-15,i,i,2,-6,i,i,i,i
Cc1ccc(CC(NC(=O)c2ccccc2)C(=O)NC(CC(C)C)C(=O)O)cc1 (configuration not stated),i,i,-8,i,i,1,1,i,i,i,i
Cc1ccc2nc(Nc3ccc(Cl)cc3)c3nncn3c2c1,i,i,-2,i,i,8,4,i,i,i,i
Cc1c(C(=O)OCC(=O)N2C(C)CCCC2C)oc2ccccc12 (configuration not stated),i,i,-13,i,i,-3,6,i,i,i,i
O=[N+]([O-])c1ncccc1OCc1ccc(Cl)c(Cl)c1,i,i,-10,i,i,0,6,i,i,i,i
CC(=O)c1ccc([N+](=O)[O-])c(CS(=O)(=O)c2ccccc2)c1,i,i,1,i,i,-5,8,i,i,i,i
O=C1C(Cc2ccccc2)Nc2ncnc(N3CCc4ccccc4C3)c2N1Cc1ccc(Cl)cc1 (configuration not stated),i,i,-11,i,-10*,6,25,i,i,i,i
Cc1cc(N/C=C/C(=O)c2ccccc2)ccc1Br,i,i,-3,i,i,-1,0,i,i,i,i
CCN(CC)S(=O)(=O)c1cccc(NC(=O)COC(=O)CCC(=O)c2cccs2)c1,i,i,-9,i,i,4,-5,i,i,i,i
CCOC(=O)NC(Nc1nnc(SCC)s1)(C(F)(F)F)C(F)(F)F,i,i,-6,i,i,-3,3,i,i,i,i
CCN1CC(c2ccccc2)C(c2ccc(Cl)cc2)=N1 (configuration not stated),i,i,-3,i,-7*,-4,-1,i,i,i,i
COc1cc(NC(=O)COc2ccccc2)ccc1NC(=O)c1ccco1,i,i,-7,i,i,0,-3,i,i,i,i
Cc1ccc(NC(=O)C2CCCN2C(=O)Oc2ccccc2)c(C)c1 (configuration not stated),i,i,-8,i,i,-7,-5,i,i,i,i
Cc1ccnn1Cc1cc(C(=O)O)c2ccccc2n1,i,i,-3,i,i,0,-5,i,i,i,i
N#Cc1ccc(NC(=O)Cn2cnc(S(=O)(=O)N3CCOCC3)c2)cc1,i,i,-5,i,i,-5,4,i,i,i,i
CC(=O)Nc1ccc(S(=O)(=O)N(Cc2ccccc2)c2ccccn2)cc1,i,i,-11,i,i,1,3,i,i,i,i
Cc1cc(C)cc(C(N)=Nc2cccc(C#N)c2)c1,i,i,-3,i,i,1,-2,i,i,i,i
Cc1ccc(CNC(=O)C2CC(c3cccc([N+](=O)[O-])c3)=NO2)o1 (configuration not stated),i,i,-5,i,i,4,9,i,i,i,i
O=C(CSc1nc(C2CCCCC2)nc2ccccc12)NCc1ccco1,i,i,-8,i,i,5,2,i,i,i,i
COCC(C)NC(=O)c1cc(-c2cccc(OC)c2)on1 (configuration not stated),i,i,-10,i,i,0,-1,i,i,i,i
CCCCOc1ccc(N2C(=O)CC(NCc3ccncc3)C2=O)cc1 (configuration not stated),i,i,-11,i,i,7,-6,i,i,i,i
O=C(CCCc1nc2ccccc2s1)N1CCN(S(=O)(=O)c2cccs2)CC1,i,i,-8,i,i,0,-2,i,i,i,i
COC(=O)c1ccc(CNC(=O)c2ccc(OCC(=O)N3CCOCC3)c(OC)c2)cc1,i,i,-17,i,i,3,1,i,i,i,i
CCC1(CC)C(=O)C2=C3C1[C@H](C(=O)OC)C=C(C(=O)OC)C[C@H]3n1c(=O)n(C)c(=O)n1[C@H]2C (some centres not stated),i,i,-3,i,i,-4,3,i,i,i,i
Cc1ccc2c(c1)C1C3CCC(C3)C1S(=O)N2 (configuration not stated),i,i,-12,i,i,8,2,i,i,i,i
Cc1ccc(-n2cc(CN3CCC(CO)(Cc4ccccc4)CC3)cn2)cc1,i,.,-15,i,i,.,0,.,i,i,i
COc1ccc(NC2CCN(C3CC(=O)N(c4ccc(F)c(Cl)c4)C3=O)CC2)cc1 (configuration not stated),i,i,-11,i,i,1,0,i,i,i,i
O=C1CC(=O)CC(c2ccccc2)C1,i,i,-3,i,i,2,-20,i,i,i,i
COc1cc(C2C(=O)N(C3CCCC3)CC(=O)N2Cc2ccco2)ccc1OC(C)C (configuration not stated),i,i,-12,i,i,5,0,i,i,i,i
CCC1(c2ccccc2)NC(=O)N(CC(=O)N(C)Cc2ccccc2)C1=O (configuration not stated),i,i,-11,i,i,4,-1,i,i,i,i
Cn1c(=O)n(C)c2cc(NS(=O)(=O)c3ccc(C(C)(C)C)cc3)ccc21,i,i,-19,i,i,2,-11,i,25*,i,i

# Going on with the list.
SMILES,RGS4 pot,TMEM16A act,hERG rescue,KCNQ1 act,KCNK9 block,HDAC3 inh,SKKanGAS inh,KCNK3 block,ANO1 block,KCNQ1 inh,RGS4 inh
CCN(CC)S(=O)(=O)c1cc(C(=O)Oc2ccccc2OC)ccc1OC,i,i,-12,i,i,-7,-2,i,i,i,i
O=C(COC(=O)c1ccc(O)cc1O)Nc1cc(-c2ccccc2)nn1-c1ccccc1,i,i,-10,i,i,-6,22,i,i,i,i
NC(=O)c1ccccc1NC(=O)COc1ccc2c(c1)OCO2,i,i,-14,i,i,1,-3,i,i,i,i
CCc1nnc(NC(=O)c2ccc(Cl)nc2)s1,i,i,-8,i,i,1,12,i,i,i,i
CCOc1cc2[nH]c(=S)n(CCC(=O)NCc3ccco3)c(=O)c2cc1OCC,i,i,-6,i,i,-7,4,i,i,i,i
O=C(NCc1ccc(F)cc1)C1CC(=O)N(C2CCCCC2)C1 (configuration not stated),i,i,-6,i,i,2,-11,i,i,i,i
Cc1ccc(NS(=O)(=O)c2ccc(C3CCCCC3)cc2)cc1,i,i,-13,i,i,1,76*,i,i,i,i
CCCS(=O)(=O)n1nc(-c2ccc(OC)cc2OC)cc1N,i,i,-10,i,i,0,-6,i,i,i,i
O=C1NC2(CCCCCCC2)C(=O)N1Cc1ccc(F)cc1,i,i,-8,i,i,2,-4,i,i,i,i
